# Screening data as filed in PubChem BioAssay.
# MazEF act = activators of E. coli MazEF toxin-antitoxin RNase, primary screen, biochemical, fluorescence, uHTS; FAM/BHQ RNA-DNA oligo cleavage fluorescence, 5 h; activation, % at 20 µM; hit rate 0.32% among 350,000; Endoribonuclease toxin MazF (Escherichia coli (strain K12)), P0AE70; in the data active = activation above about 50%
# Target sequence (P0AE70 whole entry, looked up): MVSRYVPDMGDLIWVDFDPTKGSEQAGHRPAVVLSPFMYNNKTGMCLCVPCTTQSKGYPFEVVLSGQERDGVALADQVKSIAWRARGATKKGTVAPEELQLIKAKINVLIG
# BoNT F protease = BoNT/F light chain protease inhibitors, primary screen, biochemical, flow cytometry, MLPCN library. Multiplex microsphere protease cleavage assay. hit rate 0.22% among 360,000. inhibition, % at 10 µM. AID 588497, 2011. Botulinum neurotoxin type F light chain protease (Clostridium botulinum); in the data active = inhibition above about 35%, passing the limit was not always enough; inconclusive = no clear call, values can overlap the other calls; note: plate controls were buffer without enzyme for full effect and enzyme alone for no effect
# Rv3671c protease = Rv3671c serine protease inhibitors, primary screen, biochemical, fluorescence polarization, M. tuberculosis H37Rv; inhibition, % at 5.96 µM; hit rate 0.048% among 320,000; AID 2606, 2010; in the data active = inhibition above about 38%;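 note: extracellular domain of Rv3671c used as enzyme; 0% = enzyme with DMSO and 100% = no enzyme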
# FBA Mtb inh = Mtb FBA enzyme inhibitors, primary screen, biochemical, fluorescence, strain H37Rv; hit rate 2.3% among 360,000; Fructose-bisphosphate aldolase (Mycobacterium tuberculosis (strain ATCC 25618 / H37Rv)), …; AID 588726, 2011; purified M. tuberculosis FBA, fluorescence read-out; inhibition, % at 1 µM; in the data active = inhibition above about 27%;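 note: 0% = vehicle and 100% = reference inhibitor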
# Target sequence (P9WQA3 whole entry, looked up): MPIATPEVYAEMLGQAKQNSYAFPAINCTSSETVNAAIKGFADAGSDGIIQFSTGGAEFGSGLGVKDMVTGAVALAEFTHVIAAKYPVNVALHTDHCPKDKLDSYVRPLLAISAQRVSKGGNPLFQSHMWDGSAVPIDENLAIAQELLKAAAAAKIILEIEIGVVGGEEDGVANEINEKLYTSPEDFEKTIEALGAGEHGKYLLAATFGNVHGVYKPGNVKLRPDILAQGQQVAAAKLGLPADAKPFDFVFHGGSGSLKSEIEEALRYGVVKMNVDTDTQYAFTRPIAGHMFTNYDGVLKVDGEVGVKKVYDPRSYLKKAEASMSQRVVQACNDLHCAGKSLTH
# Mtb BioA inh = M. tuberculosis BioA enzyme inhibitors, primary screen, biochemical, plate reader, single point, HTS; inhibition, % at 9.99 µM; AID 602481, 2012; 7,8-diaminopelargonic acid synthase BioA (Mycobacterium tuberculosis); hit rate 0.096% among 360,000; purified M. tuberculosis BioA enzyme; in the data active = inhibition above about 40%; inconclusive = no clear call, values can overlap the other calls
# GDH-TPI counter = GDH-TPI coupling enzyme inhibitors, primary screen, artefact control for M. tuberculosis FBA inhibitor project, biochemical, absorbance, full deck; inhibition, % at 4.8 µM; hit rate 1.2% among 360,000; GDH-TPI coupled enzyme counterscreen, NADH absorbance; in the data active = inhibition above about 30%;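 note: 0% = DMSO wells and 100% = wells lacking the enzyme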
# FadD28 FP inh = inhibitors of FadD28 bisubstrate probe binding, primary screen, biochemical, fluorescence polarization, single point | Mycobacterium tuberculosis FadD28 fatty-acid-AMP ligase | inhibition, % at 12.5 µM | hit rate 0.22% among 360,000 | AID 588549, 2011; in the data active = inhibition above about 8.5%, passing the limit was not always enough; inconclusive = no clear call, values can overlap the other calls
# UGM FP inh = M. tuberculosis UGM enzyme inhibitors, primary screen, biochemical, fluorescence polarization, single point. UDP-galactopyranose mutase (Mycobacterium tuberculosis (strain ATCC 25618 / H37Rv)), …. purified UGM, fluorescence polarization probe displacement. inhibition, % at 10 µM. hit rate 0.06% among 320,000. AID 504406, 2011; in the data active = inhibition above about 10%, passing the limit was not always enough; inconclusive = no clear call, values can overlap the other calls
# Target sequence (P9WIQ1 whole entry, looked up): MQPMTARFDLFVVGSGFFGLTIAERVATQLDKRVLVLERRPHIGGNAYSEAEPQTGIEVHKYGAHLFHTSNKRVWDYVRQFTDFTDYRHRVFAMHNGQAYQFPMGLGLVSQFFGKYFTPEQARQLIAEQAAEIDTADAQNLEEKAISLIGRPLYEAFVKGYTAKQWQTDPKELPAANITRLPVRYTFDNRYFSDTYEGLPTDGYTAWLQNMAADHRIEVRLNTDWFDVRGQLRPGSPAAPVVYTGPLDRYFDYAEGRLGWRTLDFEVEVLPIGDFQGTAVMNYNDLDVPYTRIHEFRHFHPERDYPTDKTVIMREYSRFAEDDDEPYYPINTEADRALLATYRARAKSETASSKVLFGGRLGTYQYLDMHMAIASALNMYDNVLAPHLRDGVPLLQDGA
# PrPC TRFRET = inhibitors of human cell surface prion protein PrPC, primary screen, cell-based, TR-FRET; TR-FRET read-out; AID 720596, 2013; hit rate 0.43% among 370,000; inhibition, % at 13.8 µM; Major prion protein (Homo sapiens), P04156; in the data active = inhibition above about 24%; note: 0% = median of the test wells and 100% = reference compound wells
# * hit, by the source's call; i = inactive; ? = inconclusive; / = not tested or not shown; + = active, no number; & = joins results of further samples. Outcome played no part in choosing rows. Share with any hit: about 4.8%.
SMILES,MazEF act,BoNT F protease,Rv3671c protease,FBA Mtb inh,Mtb BioA inh,GDH-TPI counter,FadD28 FP inh,UGM FP inh,PrPC TRFRET
COc1ccc(NC(=O)CC2C(=O)NCCN2C(=O)Nc2ccc(C(F)(F)F)cc2)cc1 (stereo unspecified),6,-7,-3,2,2.2,-8,-5.7,1.7,-2
O=C(/C=C/c1ccccc1)NNC(=O)c1ccco1,10,3,0,0,-0.1,-1,-0.2,0.3,-6
O=S1(=O)CC(N2CCCC2)CN1Cc1ccc(F)cc1 (stereo unspecified),/,8,/,3,-2.6,/,-0.3,/,5
Cc1cccc(NC2=NCCCS2)c1,6,/,-4,-1,0.5,-16,-2.0,-0.4,9
O=C(COC(=O)c1ccc(S(=O)(=O)N2CCCC2)cc1)Nc1cccc(F)c1,4,-22,-1,3,0.3,16,0.0,-0.6,7
Cc1ccc(S(=O)(=O)N(C)c2ccc(C(=O)Nc3ccccn3)cc2)cc1,-3,/,2,-2,/,3,-1.5,-0.8,11
Cc1ccc(NC(=O)CSCC(=O)N(C)CC(=O)Nc2cccc3ccccc23)cc1,-12,-4,-15,1,-0.2,2,-1.1,3.3,0
Cn1cnc([N+](=O)[O-])c1Cl,2,/,5,-1,-1.5,6,0.7,-3.1,-4
CCn1c(NC(=O)c2ccc(C)cc2)c2ccccc2nc1=O,1,-2,-6,0,/,1,0.9,2.0,0
CO/N=C/NC(=O)NOCc1ccc(Cl)cc1Cl,-6,-3,-6,1,-1.8,-7,-4.7,-1.2,4
O=C(Oc1cc(=O)oc2ccccc12)c1ccccc1,1,1,-2,2,0.0,5,-0.9,-2.1,2
COc1ccc(C(O)c2nc(-c3cccc(C(C)C)c3)cs2)cc1 (stereo unspecified),/,0,/,-2,-0.7,6,-2.8,/,12
O=C(CCc1nc(-c2cccs2)no1)NCc1ccc(F)cc1Cl,0,-10,3,0,-0.5,0,-2.6,2.4,-7
Cc1ccc(OCCn2cc(C(=O)O)c3ccccc32)cc1,-6,7,-5,1,-2.0,-2,-0.3,0.9,3
O=C(Cc1cccs1)N=Nc1c(O)[nH]c2ccc(Br)cc12,3,0,-5,-6,-0.8,4,-4.3,1.1,-9
CC(C)(C)NC(=O)COc1ccc(CNCc2cccnc2)cc1,-5,2,11,-3,/,-3,1.1,1.0,-10
Cc1nc2cc(Cl)c(Cl)cc2n1CCCO,6,-3,-2,-2,-2.5,-4,-1.5,-0.5,-2
CCCNC(=S)Nc1cccc(C(F)(F)F)c1,-3,-1,-6,0,/,5,-1.1,0.3,-3
O=C(c1cc2cc(Cl)ccc2[nH]1)N1CCC2(CC1)OCCO2,2,6,-10,3,-3.3,9,-1.7,-1.2,1
CCOC(=O)/C(C#N)=C/NC(=O)NC(C)(C)C,3,-5,-2,-1,-1.9,7,0.7,-0.4,-3

# An excerpt from above in order of molecular weight, largest number first.
SMILES,MazEF act,BoNT F protease,Rv3671c protease,FBA Mtb inh,Mtb BioA inh,GDH-TPI counter,FadD28 FP inh,UGM FP inh,PrPC TRFRET
O=C(COC(=O)c1ccc(S(=O)(=O)N2CCCC2)cc1)Nc1cccc(F)c1,4,-22,-1,3,0.3,16,0.0,-0.6,7
O=C(Oc1cc(=O)oc2ccccc12)c1ccccc1,1,1,-2,2,0.0,5,-0.9,-2.1,2
Cc1cccc(NC2=NCCCS2)c1,6,/,-4,-1,0.5,-16,-2.0,-0.4,9

# Carrying on.
SMILES,MazEF act,BoNT F protease,Rv3671c protease,FBA Mtb inh,Mtb BioA inh,GDH-TPI counter,FadD28 FP inh,UGM FP inh,PrPC TRFRET
O=C(NC(=S)N1CCN(C/C=C/c2ccccc2)CC1)c1ccc(Cl)nc1,12,/,2,7,-0.6,13,1.5,-1.1,-6
COc1ccc(C(CNC(=O)c2ccc(N3CCCC3=O)cc2)N(C)C)cc1 (stereo unspecified),-2,-7,6,2,0.4,11,-0.7,3.3,-8
O=C(CSc1nnc(-c2ccc(Cl)cc2)n1Cc1ccco1)c1cccs1,-10,-1,-8,0,/,9,-1.9,1.4,-9
O=C(Nc1ccccc1C(=O)NCc1ccccc1)c1ccccc1,0,3,-8,3,-5.4,-7,-1.3,-2.4,2
Cc1cccc(CCNC(=O)C2CCN(S(=O)(=O)c3c(C)noc3C)CC2)c1,0,-13,7,2,/,13,-2.1,-2.9,-6
O=C(O)CC(C(=O)Nc1ccc(Cl)c(Cl)c1)C1CCCO1 (stereo unspecified),-3,2,-1,2,-0.4,-2,-3.5,-2.1,-4
CCOC(=O)c1cc2ccccc2nc1C,-14,-3,0,-1,/,4,-2.4,-2.2,-2
Cc1ccc(NC(=O)C2SC(=Nc3ccccc3)C(C(=O)Nc3ccc(Cl)cc3)=C2N)cc1 (stereo unspecified),2,2,/,-3,/,5,-1.8,/,/
O=c1[nH]c2ccccc2[nH]c1=O,14,-2,-1,9,-1.8,-7,-1.1,-2.0,0
CCn1cc(/C=C(\NC(=O)c2ccc(C)cc2)C(=O)NCCCN2CCOCC2)c2ccccc21,-7,5,/,1,-5.2,41*,1.0,/,-7
CCOc1ncccc1C(=O)OCC(=O)Nc1ccc(C)c(S(=O)(=O)N(C)C)c1,6,-3,-7,-3,3.4,-3,-0.6,3.7,1
Cc1cc(C)nc(NS(=O)(=O)c2ccc(NS(=O)(=O)c3ccsc3)cc2)n1,-8,?,-1,1,0.8,2,-3.2,0.4,1
CC1Oc2ccccc2N(CC(=O)N2CCCCCC2)C1=O (stereo unspecified),8,-3,0,-1,0.5,4,0.8,2.2,7
CCSC1=C(C#N)C(c2ccccc2Cl)C(C(=O)c2cccs2)C(O)(C(F)(F)F)N1 (stereo unspecified),0,18,-9,-17,-1.3,-12,-3.6,0.2,7
COc1cc(CCC(=O)Nc2ccncc2Cl)cc(OC)c1OC,1,-4,-2,-1,1.2,5,-1.0,-1.3,7
CC(C)CC1Nc2ncnc(N3CCOCC3)c2N(Cc2ccccc2)C1=O (stereo unspecified),8,-11&-3,3,4&4,0.2&-1.1,-3,-1.2&-1.3,0.8,9&3
Cc1ccc2nc(NC(=O)[C@H](C)N3C(=O)C4CC=CCC4C3=O)sc2c1 (stereo partly specified),-4,0,0,4,/,-3,-1.6,4.9,-2
N#C/C(=C/c1cccc([N+](=O)[O-])c1)C(=O)Nc1ccccc1O,2,-5,4,6,1.2,21,-1.8,1.1,6
CCn1c(C)c(C)c2cc(C(=O)NCCCN3CCCCCC3)ccc21,7,-20,-18,0,-2.3,5,-1.3,-2.2,-2
C[C@H](NS(=O)(=O)c1ccc(Cl)cc1)C(=O)OCC(=O)NCCc1ccc(S(N)(=O)=O)cc1,0,5,/,0,2.0,-2,-2.9,/,1

# Four entries from above, with two lines to a compound:
# Below each SMILES – MazEF act | BoNT F protease | Rv3671c protease | FBA Mtb inh | Mtb BioA inh | GDH-TPI counter | FadD28 FP inh | UGM FP inh | PrPC TRFRET
CCSC1=C(C#N)C(c2ccccc2Cl)C(C(=O)c2cccs2)C(O)(C(F)(F)F)N1 (stereo unspecified)
 : 0 | 18 | -9 | -17 | -1.3 | -12 | -3.6 | 0.2 | 7
COc1cc(CCC(=O)Nc2ccncc2Cl)cc(OC)c1OC
 : 1 | -4 | -2 | -1 | 1.2 | 5 | -1.0 | -1.3 | 7
CC(C)CC1Nc2ncnc(N3CCOCC3)c2N(Cc2ccccc2)C1=O (stereo unspecified)
 : 8 | -11&-3 | 3 | 4&4 | 0.2&-1.1 | -3 | -1.2&-1.3 | 0.8 | 9&3
Cc1ccc2nc(NC(=O)[C@H](C)N3C(=O)C4CC=CCC4C3=O)sc2c1 (stereo partly specified)
 : -4 | 0 | 0 | 4 | / | -3 | -1.6 | 4.9 | -2

# The list continues.
SMILES,MazEF act,BoNT F protease,Rv3671c protease,FBA Mtb inh,Mtb BioA inh,GDH-TPI counter,FadD28 FP inh,UGM FP inh,PrPC TRFRET
Cc1cc(NC(=O)Cn2cc([N+](=O)[O-])cn2)n(Cc2ccc(F)cc2)n1,13,-2,-4,1,/,1,-5.3,0.7,-2
Cc1cccc(OCC(=O)Nc2ccc3nc(C)sc3c2)c1,20,2,0,2,/,5,-2.2,2.8,3
CCOCCCNC(=O)C(c1ccc(C)cc1)N(Cc1ccc2c(c1)OCO2)C(=O)c1ccccn1 (stereo unspecified),2,-8,0,0,1.1,-2,-1.9,0.6,-5
O=[N+]([O-])c1ccccc1S(=O)(=O)N1CCN(c2ccccn2)CC1,-21,6,0,2,1.0,0,-5.4,2.3,-8
Nc1ccccc1SCc1csc(-c2ccc(Cl)cc2)n1,8,?,0,1,-0.7,10,-3.5,0.7,3
O=C(CC1C(=O)NCCN1C(=O)c1ccc(Cl)cc1)Nc1ccc(F)cc1 (stereo unspecified),4,-3,-3,0,2.3,5,-2.6,4.6,4
CC(C)(CNC(=O)c1sc2cc(Cl)ccc2c1Cl)N1CCOCC1,1,-6,5,2,0.2,-13,-0.1,-1.4,-1
CC(C)c1ccc(C(CC(=O)c2ccc(Cl)cc2)C(=O)O)cc1 (stereo unspecified),8,-5,-3,-2,/,6,-3.6,-0.7,1
Cc1cccc(C)c1OCc1n[nH]c(=S)o1,-5,-6,-1,0,/,8,-1.2,3.1,1
COCCN(C(=O)COC(=O)c1cc(C)n(-c2ccccc2)c1C)c1c(N)n(Cc2ccccc2)c(=O)[nH]c1=O,1,-9,9,0,/,-1,-1.1,0.0,1
Cc1nn(C)cc1N1C(=O)c2cccc3c(N)ccc(c23)C1=O,i,/,17,-6,-111,7,1.2,32*,-15
CCCCc1ccc(S(=O)(=O)NC(=O)C2(C)CCN2C(=O)CC2CC2)cc1 (stereo unspecified),/,4,/,6,-1.8,8,-0.4,/,-9
CC(CCc1ccccc1)NC(=O)CSc1ccccc1 (stereo unspecified),0,-4,-17,-2,/,1,-1.3,2.2,3
O=C(NCc1ccc(F)cc1)c1ccc(CNc2c(N3CCOCC3)c(=O)c2=O)cc1,12,-2,9,-3,13,11,-1.3,2.3,2
O=C(Nc1cc(Cl)cc(Cl)c1)c1ccno1,3,3,3,0,12,6,-4.1,2.2,0
COc1cc(C(=O)Nc2nc(-c3ccc(C)cc3)cs2)ccc1OCC(=O)N1CCOCC1,0,-2,-20,-3,-2.1,3,-4.8,-2.6,6
Cc1c(-c2ccc(OCCN3CCCCC3)cc2)c(=O)oc2ccc3ccccc3c12,5,-4,/,4,-0.6,-9,-5.2,/,-1
O=C(CSc1ncccc1-c1nc2ccccc2[nH]1)N1CCc2ccccc21,-1,-6,-18,2,-0.2,6,-1.3,-0.7,4
CN(CC(=O)NCCCN1CCOCC1)S(=O)(=O)c1cc(Cl)ccc1Cl,1,4,/,3,-1.1,-1,1.6,-0.4,4
CNc1oc(-c2ccc(Cl)cc2)nc1C#N,2,-5,-1,+,/,0,-1.0,1.8,6
O=C(NCc1ccccn1)c1cc(-c2ccccc2Cl)on1,2,-5,-7,-2,1.7,-3,-1.6,-1.4,-2
COc1cc(/C=C2\C(=O)NC(=O)N(c3ccccc3)C2=O)cc(OC)c1OC,-6,-6,-3,0,-0.3,-4,0.1,-2.9,-5
